# Screening data: PubChem, several laboratories
# ASAP1 inh: inhibitors of human ASAP1 ArfGAP activity; inhibition, % at 16.5 µM; 360,000 tested, 0.19% active; ASAP1-stimulated ARF1 GTP hydrolysis, GDP FP detection; in the data active means inhibition above about 25%;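 further: 0% = vehicle with enzyme and substrate and 100% = no enzyme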
# ARFGAP1 inh: rat ARFGAP1 inhibition. Q62848. Arfgap1-stimulated ARF1 GTP hydrolysis, GDP FP detection. inhibition, % at 16.5 µM. 360,000 tested, 0.26% active;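 active means inhibition above a per-plate limit, mean inhibition of low control wells plus 3 SD, cut at about 25% in these data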;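 further: 0% = DMSO wells with enzyme and 100% = wells lacking Arfgap1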
#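 Assay system: Rat Arfgap1 GAP domain (His6, aa 1-136), purified enzyme | Buffer or medium: HEPES 25 mM pH 7.5, NaCl 150 mM, MgCl2, DTT | Schedule: GTP hydrolysis reaction 2 h at 25 °C | Signal: FP of antibody-bound GDP Alexa 633 tracer, ex 620/em 688 nm | Measure: Percent inhibition of Arfgap1-stimulated GTP hydrolysis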
# PLCb3 inh: inhibitors of human phospholipase C beta3; AID 720704; Purified PLC-beta3, fluorogenic substrate, fluorescence; 370,000 tested, 0.18% active; inhibition, % at 12.2 µM; Q01970; in the data active means inhibition above about 11%;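 further: 0% = median of compound wells on plate and 100% = full blocker control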
# KLK7 zymogen act: activates the human kallikrein-7 zymogen. purified proKLK7, EDANS-DABCYL substrate fluorescence; 100% is mature enzyme control, 0% vehicle. 370,000 tested, 0.9% active. activation, % at 7 µM. AID 652039;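 active means activation above the mean of all tested compounds plus 3 SD, computed per campaign excluding outliers beyond control limits, cut at about 13% in these data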
# Tn6 DDE FP: DD(E)-Tn6 binding inhibition, primary FP screen; inhibition, % at 8.3 µM; Fibrin DD(E) TRITC-Tn6 fluorescence polarization displacement; 370,000 tested, 0.21% active; AID 720509;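 active means inhibition above a per-campaign cutoff: mean of compounds within control limits plus 3 SD, cut at about 15% in these data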;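 further: 0% = median of all compound wells on the plate and 100% = blocking peptide control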
# Target sequence (P02675 whole entry, looked up): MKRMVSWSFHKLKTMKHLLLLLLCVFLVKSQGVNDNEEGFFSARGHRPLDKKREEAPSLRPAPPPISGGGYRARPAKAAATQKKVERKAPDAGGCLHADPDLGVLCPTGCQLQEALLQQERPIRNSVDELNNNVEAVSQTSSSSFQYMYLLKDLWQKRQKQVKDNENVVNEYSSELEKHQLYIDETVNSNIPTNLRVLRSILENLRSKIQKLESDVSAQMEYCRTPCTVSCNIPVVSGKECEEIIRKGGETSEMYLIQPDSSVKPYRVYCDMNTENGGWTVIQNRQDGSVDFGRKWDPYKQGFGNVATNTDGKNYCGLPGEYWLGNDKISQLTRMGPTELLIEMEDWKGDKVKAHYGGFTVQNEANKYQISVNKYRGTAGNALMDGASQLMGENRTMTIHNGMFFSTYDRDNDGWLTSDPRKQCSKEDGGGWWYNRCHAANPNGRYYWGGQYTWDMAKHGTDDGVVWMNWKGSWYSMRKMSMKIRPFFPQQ
# UHRF1 binding: UHRF1 methyl-DNA binding inhibition | Q96T88 | inhibition, % at 4.4 µM | 370,000 tested, 0.75% active | UHRF1 binding to methylated oligo, TR-FRET; in the data active means inhibition above about 21%;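 further: UHRF1 SRA domain binding a hemimethylated CpG hairpin DNA probe; 0% = median of test compound wells and 100% = reference inhibitor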
# sPLA2-III inh: Blocks human group III sPLA2 activity; inhibition, % at 12.2 µM; 370,000 tested, 0.56% active; QFRET BODIPY PC-A2 liposome hydrolysis, fluorescence; AID 743126; Q9NZ20;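 active means inhibition above mean plus 3 SD of compounds lying within the high and low control bounds, cut at about 19% in these data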;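 further: 0% = median of test compound wells and 100% = no enzyme DMSO wells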
# DDE Tn7 FP inh: disrupts Tn7 cyclic peptide binding to fibrin D-Dimer-E complex | FP displacement of FITC-Tn7 peptide from fibrin DD(E); 0% = median of compound wells per plate | inhibition, % at 8.3 µM | P02675 | 370,000 tested, 0.13% active | AID 720508;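 active means inhibition above the mean of compounds falling within the control limits plus 3 SD of them, cut at about 14% in these data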;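 further: 0% = plate median of compound wells and 100% = 10 µM Aha-Tn7 peptide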
#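 Test system: human clot-derived fibrin DD(E) complex / Quantity: 2 µM final DD(E) protein / Incubation: 10 min plus 3 h, room temperature / Measured by: fluorescence polarization / Benchmarks: high control of 10 µM Aha-Tn7 peptide / Replicates: singlicate testing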
# Rev-erbA mod: modulates human Rev-erb alpha binding to DNA. P20393. Rev-erbα–FITC-DNA binding, fluorescence polarization, 90 min. activity, % at 10 µM. 370,000 tested, 0.79% active. AID 1259318;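 active means activity above about 14%, limit read from the data; passing the limit was not always enough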;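 further: 0% = DMSO wells with 35 nM protein and 100% = DMSO wells with 750 nM protein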
# Target sequence (P20393 whole entry, looked up): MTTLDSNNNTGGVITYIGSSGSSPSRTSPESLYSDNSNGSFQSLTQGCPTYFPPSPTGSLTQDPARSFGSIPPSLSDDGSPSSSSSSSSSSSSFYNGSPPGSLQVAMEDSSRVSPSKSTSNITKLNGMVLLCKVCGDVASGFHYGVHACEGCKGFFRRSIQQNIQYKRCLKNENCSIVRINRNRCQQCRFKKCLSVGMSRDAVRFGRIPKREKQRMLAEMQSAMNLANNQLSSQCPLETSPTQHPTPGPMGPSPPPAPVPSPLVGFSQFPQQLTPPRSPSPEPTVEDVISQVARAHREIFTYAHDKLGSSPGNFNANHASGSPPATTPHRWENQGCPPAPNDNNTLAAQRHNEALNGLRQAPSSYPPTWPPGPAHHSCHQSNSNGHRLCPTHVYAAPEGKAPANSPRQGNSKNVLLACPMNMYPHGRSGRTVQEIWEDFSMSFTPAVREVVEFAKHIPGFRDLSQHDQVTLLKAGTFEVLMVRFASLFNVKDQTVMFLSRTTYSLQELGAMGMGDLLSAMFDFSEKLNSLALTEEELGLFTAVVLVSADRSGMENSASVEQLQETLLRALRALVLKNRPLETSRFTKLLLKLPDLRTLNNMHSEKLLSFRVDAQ
# PLC-gamma1 inh: blocks human PLC-gamma1 enzyme activity; AID 720700; inhibition, % at 12.2 µM; P19174; 370,000 tested, 0.84% active; purified PLC-gamma1, fluorogenic substrate, fluorescence; in the data active means inhibition above about 9.5%
# Starred values were filed as active, the others as inactive; i = inactive; . = no result given.
# Second line of a record: ASAP1 inh	ARFGAP1 inh	PLCb3 inh	KLK7 zymogen act	Tn6 DDE FP	UHRF1 binding	sPLA2-III inh	DDE Tn7 FP inh	Rev-erbA mod	PLC-gamma1 inh
> COC(C[C@@H](O)CC(=O)[C@@H](C)OCc1ccccc1)OC
→ 2.2	-3.2	-0.6	-0.5	3.7	0.5	3.1	2.6	1.5	1.5
> Cc1ccc(C(=O)CSc2cc(C)[nH]c(=O)n2)cc1
→ 18.5	9.2	-19.9	0.3	-0.3	-5.6	-8.8	3.9	-0.1	-5.3
> COc1ccccc1C1(O)CCN(CC(=O)Nc2nc(-c3ccccc3)cs2)CC1
→ -0.7	13.3	-3.1	0.4	-8.2	-0.3	-13.4	-4.9	1.3	2.5
> CC(C)C(=O)NN(C(=O)C(C)C)c1nc2ccccc2s1
→ -20.0	-2.8	-4.9	0.6	-0.5	0.6	-6.4	-4.9	-3.4	1.1
> C[C@H](NC(=O)c1ccccc1)C(=O)N1CCN(c2ccccc2)CC1
→ 2.0	1.4	-9.5	-0.8	4.5	0.8	2.5	2.0	7.0	-1.7
> COC(=O)[C@]1(C)CCC[C@@]2(C)C3CC[C@@]4(C)C[C@]3(CC[C@H]12)C[C@H]4O (stereo partly specified)
→ 1.7	-1.1	-2.3	0.6	5.7	-1.7	-5.6	1.4	4.5	-0.5
> Cc1ccc(NC(=O)c2c(F)cccc2Cl)cc1NS(C)(=O)=O
→ 15.4	3.1	-5.5	0.0	2.9	9.2	2.3	3.7	4.0	2.7
> COc1ccc(S(=O)(=O)N(CC(=O)NCc2ccccn2)c2ccc(Cl)cc2)cc1
→ 8.9	7.5	-5.3	0.7	1.6	2.3	-0.7	-1.1	4.1	4.8
> Cc1cccc(OCC(=O)Nc2cc(NC(=O)COc3cccc(C)c3C)cc(C(=O)O)c2)c1C
→ -14.3	7.5	-7.7	0.4	-0.1	0.9	0.4	-1.9	7.3	1.2
> CSC1=C(C#N)C(c2ccc(C)s2)CC(=O)N1 (stereo unspecified)
→ 3.0	-6.7	1.5	0.0	0.0	-5.7	-2.4	-1.9	3.8	0.3
> O=C(N/N=C/c1ccc(F)cc1)c1sccc1OCc1ccc(F)cc1
→ -9.0	7.1	-2.3	-0.5	-3.7	-0.5	3.4	-5.5	3.1	-3.1
> O=C(CNC(=O)c1ccc(Cl)cc1Cl)OCN1C(=O)c2ccccc2C1=O
→ 4.4	5.0	-4.2	0.2	-8.3	-2.0	-2.1	-0.6	0.9	0.8
> COC1=C(Nc2ccccc2)C(=O)C(OC)=C(Nc2ccccc2)C1=O
→ 11.8	15.9	4.4	-0.5	-1.6	-3.1	-8.7	-7.5	7.5	4.2
> Cc1ccc(S(=O)(=O)N(C)c2ccc3sc(C)nc3c2)cc1
→ -1.4	-2.4	1.8	0.2	12.0	1.5	-9.5	1.8	5.0	0.9
> NC(=O)CC(NC(=O)Cc1ccc(Br)cc1)c1ccc(NCCc2ccc(F)cc2)c([N+](=O)[O-])c1 (stereo unspecified)
→ -3.0	9.8	-2.1	0.3	-4.7	-0.7	4.5	-4.6	-3.1	1.1
> O=C(CCC1=NS(=O)(=O)c2ccccc2N1)NC1CCCCCCC1
→ -5.3	-13.0	-1.2	-0.2	9.8	-2.9	-9.0	12.1	-1.5	-0.3
> CCOC(=O)c1cnc2ccc(OC)cc2c1NCCN1CCOCC1
→ -3.9	-11.6	-14.9	0.4	1.7	-0.1	-4.7	3.9	0.0	-15.0
> C=CCOc1ccc(/C=N/NC(=O)C(C)Sc2ccccn2)cc1OC (stereo unspecified)
→ -2.5	8.5	-0.1	-0.5	8.9	-2.0	-6.6	-10.7	-3.2	2.2
> COCCCNc1oc(-c2ccccc2Cl)nc1C#N
→ 4.7	-5.3	-47.3	0.4	-2.1	-3.1	-0.6	-1.1	-2.5	-43.4
> COc1cccc(OC)c1C(=O)NC(=S)NNC(=O)[C@H]1C[C@@H]1c1ccccc1
→ -12.1	5.9	-7.1	0.1	-3.4	-0.7	8.2	0.1	3.2	1.1
> COC(=O)[C@]12C[C@H](CC(=O)NCc3ccc(C)o3)C(=O)N(Cc3ccccc3)C1=C[C@H](C(C)(C)C)O[C@@H]2C
→ 0.2	-0.9	8.1	0.3	4.1	1.5	-5.6	-8.2	0.8	10.2*
> CNC(=O)c1cccc(N2CCCC2=O)c1
→ -4.9	4.5	2.3	0.2	-3.1	-2.3	-1.3	1.6	-1.4	-0.1
> COc1ccc(-c2nc(CSCC(=O)NC3CC3)c(C)o2)cc1OC
→ -16.5	1.3	-7.0	-0.2	0.1	-0.8	3.7	-1.7	-0.9	-2.4
> CCN(CC)c1ccc(/C=N/N2CCN(Cc3ccccc3)CC2)cc1
→ 0.6	5.0	-7.8	-0.2	-3.8	-1.9	9.9	-2.8	1.6	-5.3
> O=C1CCCCN1CCc1c[nH]c2ccccc12
→ -2.8	4.2	-0.7	-0.2	1.4	0.0	1.3	5.5	3.9	-1.0
> COC(=O)c1c(NC(=O)C2CCCCC2)sc2c1CC(C)(C)NC2(C)C
→ -1.1	-0.3	1.2	-0.7	-2.1	-1.8	-4.1	-0.1	-0.6	-3.3
> O=C(Nc1ccccc1N1CCOCC1)c1cccc(S(=O)(=O)N2CCOCC2)c1
→ 0.4	7.1	-10.3	0.5	3.3	-1.5	8.9	-3.4	2.2	-1.0
> COc1cccc(-c2nn(-c3ccc(C)cc3)cc2C(=O)N2CCN(C3CCS(=O)(=O)C3)CC2)c1 (stereo unspecified)
→ -14.5	-4.8	2.2	1.1	3.2	-1.1	-15.7	0.4	-1.6	-2.5
> COC(=O)c1cc(S(=O)(=O)N(C)Cc2ccco2)c[nH]1
→ 17.0	0.7	-2.3	0.3	4.0	1.5	-5.2	-2.6	11.0	1.5
> CN(C)CCCn1c(N)c(S(=O)(=O)c2ccccc2)c2nc3ccccc3nc21
→ -5.8	18.1	-364.7	68.6*	-4.4	-0.5	-15.2	-6.2	3.0	-372.4
> COc1cccc(NC(=O)CSc2nnc(-c3ccco3)c(-c3ccco3)n2)c1
→ -4.6	-7.3	-18.0	-0.8	-11.7	14.4	-2.1	-0.4	-9.0	-2.0
> COc1ccc(CN2CC[C@H]3C=CC[C@@H](C(=O)N4CCOCC4)[C@H]3C2=O)cc1OC
→ 7.1	-6.7	2.6	-0.2	2.4	-1.2	7.4	3.5	-0.8	0.8
> O=C(Nc1ccc2[nH]ncc2c1)C1CCC1
→ -9.1	-7.3	-5.0	-0.4	-0.4	-1.3	1.6	7.6	0.4	2.5
> CCC(CC)C(=O)NC12CC3CC(CC(C3)C1)C2
→ 11.5	-1.2	5.0	0.2	3.8	0.9	7.6	-3.5	-4.4	2.6
> CCCOc1ccc(Oc2ccc(S(=O)(=O)N3CCN(C)CC3)cn2)cc1
→ 5.0	-11.4	8.0	-0.2	-1.9	-0.9	-25.1	-6.8	0.1	2.3
> Cc1ccc(C(=O)N2CC(C)CC(C)C2)cc1S(=O)(=O)N1CCCCC1 (stereo unspecified)
→ -3.5	-12.5	-1.2	0.0	8.8	1.6	-3.2	0.8	9.7	4.3
> O=C(c1cccc([N+](=O)[O-])c1)N1CCOCC1
→ 5.1	6.9	0.7	-0.5	-5.3	0.8	14.7	7.4	-1.6	2.2
> COC(=O)CSc1ncnc2c1sc1nc(N3CCOCC3)c3c(c12)CCCC3
→ -2.7	3.4	-4.9	0.7	0.5	-4.0	1.6	5.2	-4.2	-6.0
> COc1cccc(C2/C(=C(/O)c3cnn(-c4ccccc4)c3C)C(=O)C(=O)N2CCN(C)C)c1OC (stereo unspecified)
→ -17.5	2.6	-1.4	-0.5	-10.8	-1.9	4.2	-0.2	-0.3	3.6
> CC(C)C[C@@H]1COc2cc(N3CCCC3)ccc2S(=O)(=O)N1C
→ .	.	-0.2	-0.6	3.7	0.2	0.3	-14.9	-3.8	1.2
> CC1CCC2C(=O)N(c3ccc(NC4CCN(Cc5ccccc5)CC4)c([N+](=O)[O-])c3)C(=O)C2C1 (stereo unspecified)
→ -0.5	8.1	-1.2	-0.2	5.4	-6.1	-5.5	-3.5	8.3	2.9
> CC1CCc2nc3ccccc3c(C(=O)OCC(=O)NC3CCS(=O)(=O)C3)c2C1 (stereo unspecified)
→ -19.5	-5.0	-8.8	0.4	13.3	-0.2	-7.2	0.8	-2.8	-5.6
> Cc1ccc(-c2nn(C)c(=O)c3ccccc23)cc1CNC(=O)c1ccco1
→ -0.9	7.0	0.5	0.0	-0.5	2.0	1.3	-8.2	7.9	5.8
> COc1ccc(C(=O)Nc2ccc(OCc3ccccc3)cc2)cc1[N+](=O)[O-]
→ -5.0	-4.3	4.0	1.1	1.8	-0.2	-5.8	10.1	-1.7	2.5
> COc1ccc(NC(=O)CN(C)C(=O)c2cccnc2Sc2ccc(C)c(C)c2)cc1
→ -3.0	10.5	-8.8	-0.2	1.4	-0.9	-3.3	0.5	-4.3	-2.4
> Cc1nc2ccccn2c1C(=O)OCC#N
→ 1.7	-8.5	0.1	0.3	4.6	-1.8	-3.3	2.8	-4.7	-0.5
> CCOc1ccccc1N(CC(=O)NC1CCCC1)C(=O)CCC(=O)Nc1cc(C)on1
→ -3.7	1.6	6.0	0.2	2.4	3.6	7.0	7.6	-3.4	5.4
> O=[N+]([O-])c1cc(Cl)cc2c1nc(NCCO)c1ccccc12
→ -5.4	5.2	-6.2	-0.4	6.7	-6.6	-8.3	8.8	11.4	-3.2
> CCNc1nc(Oc2ccc(C(=O)OC)cc2)nc(SC)n1
→ -1.8	-2.9	2.1	0.1	8.1	-0.6	1.9	-1.1	2.3	-2.0
> COc1ccc2oc(=N)c(-c3nnc4n3CCCCC4)cc2c1
→ 9.2	14.3	i	-5.8	4.4	-2.3	1.8	-7.6	4.2	-419.0
> NC(=O)C1CCCN(CC(=O)N2CCN(c3ccccc3)CC2)C1 (stereo unspecified)
→ 4.2	-16.8	-6.2	-0.3	1.5	1.7	4.4	-2.0	-2.2	-1.1
> Cc1ccc(C2C(C#N)=C(N)N(c3ncn[nH]3)C3=C2C(=O)CC(C)(C)C3)cc1 (stereo unspecified)
→ -2.5	-3.0	-11.4	-6.7	-4.1	-0.2	-12.1	-3.0	-0.2	-7.7

# 3 compounds out of the list above, sorted by the value under Tn6 DDE FP, low to high.
# Second line of a record: ASAP1 inh	ARFGAP1 inh	PLCb3 inh	KLK7 zymogen act	Tn6 DDE FP	UHRF1 binding	sPLA2-III inh	DDE Tn7 FP inh	Rev-erbA mod	PLC-gamma1 inh
> O=C1CCCCN1CCc1c[nH]c2ccccc12
→ -2.8	4.2	-0.7	-0.2	1.4	0.0	1.3	5.5	3.9	-1.0
> C[C@H](NC(=O)c1ccccc1)C(=O)N1CCN(c2ccccc2)CC1
→ 2.0	1.4	-9.5	-0.8	4.5	0.8	2.5	2.0	7.0	-1.7
> O=[N+]([O-])c1cc(Cl)cc2c1nc(NCCO)c1ccccc12
→ -5.4	5.2	-6.2	-0.4	6.7	-6.6	-8.3	8.8	11.4	-3.2
